FBW7 activator: FBW7 E3 ligase activators, primary screen, biochemical, AlphaScreen, human. normalized activity (activation), % at 26.1 µM. F-box/WD repeat-containing protein 7 (Homo sapiens), Q969H0. AlphaScreen FBW7–phospho-cyclin E peptide binding, activator screen. AID 1259310, 2017. 650,000 tested, 0.13% active; in the data active means normalized activity above about 1.9%;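 further: purified mutant Fbw7 with reduced substrate affinity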
Target sequence (Q969H0 whole entry, looked up): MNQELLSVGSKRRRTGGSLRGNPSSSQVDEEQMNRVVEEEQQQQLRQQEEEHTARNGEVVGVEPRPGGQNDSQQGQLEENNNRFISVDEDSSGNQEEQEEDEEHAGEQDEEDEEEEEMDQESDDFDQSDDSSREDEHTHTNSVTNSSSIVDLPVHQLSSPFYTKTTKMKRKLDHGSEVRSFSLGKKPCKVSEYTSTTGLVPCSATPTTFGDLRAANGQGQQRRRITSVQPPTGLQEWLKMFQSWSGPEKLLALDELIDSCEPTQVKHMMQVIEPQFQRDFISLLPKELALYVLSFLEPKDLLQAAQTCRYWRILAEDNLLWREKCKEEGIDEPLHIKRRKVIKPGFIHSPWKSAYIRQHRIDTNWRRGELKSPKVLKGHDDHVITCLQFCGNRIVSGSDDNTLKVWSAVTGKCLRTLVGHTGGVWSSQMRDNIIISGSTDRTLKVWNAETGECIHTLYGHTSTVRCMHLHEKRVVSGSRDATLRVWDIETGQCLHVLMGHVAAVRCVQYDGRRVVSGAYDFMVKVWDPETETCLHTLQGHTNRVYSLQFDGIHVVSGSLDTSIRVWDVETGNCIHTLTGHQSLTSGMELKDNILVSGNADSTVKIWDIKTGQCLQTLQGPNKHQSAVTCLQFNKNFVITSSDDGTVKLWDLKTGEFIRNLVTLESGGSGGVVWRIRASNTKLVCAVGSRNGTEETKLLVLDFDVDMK
TEAD-YAP block: TEAD-YAP interaction inhibition, primary screen, TEAD-YAP interaction inhibitor project, luminescence, HEK-TIYL cells. TEAD-Gal4/YAP UAS-luciferase luminescence. inhibition, % at 9.12 µM. 640,000 tested, 1.4% active. AID 1259422, 2018; in the data active means inhibition above about 32%;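 further: 0% = median of test compound wells and 100% = reference inhibitor wells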
GPR151 ag: activators of human GPR151, primary screen, cell-based, PathHunter beta-arrestin, luminescence. G-protein coupled receptor 151 (Homo sapiens), Q8TDV0. PathHunter beta-arrestin GPR151 cells. activation, % at 11.2 µM. 650,000 tested, 1% active; in the data active means activation above about 4.9%;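 further: 0% = median of compound wells and 100% = cells with positive control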
MITF inh: MITF inhibitors, primary screen, biochemical, AlphaScreen, human; 650,000 tested, 0.91% active; inhibition, % at 2.6 µM; AID 1259374, 2018; Microphthalmia-associated transcription factor (Homo sapiens), O75030; AlphaScreen MITF homodimerization, bead proximity signal; in the data active means inhibition above about 50%;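 further: 0% = vehicle wells with protein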
Starred values were filed as active, the others as inactive; . = not tested or not shown.

No.	SMILES	GPR151 ag	MITF inh
1	CN(C(=O)NC1(C)CCS(=O)(=O)C1)C1(C)CCS(=O)(=O)C1 (stereo unspecified)	0.2	4
2	Cc1nn(S(=O)(=O)N(C)C)c(C)c1C	0.6	3
3	CCOc1c(C)cnc2c1c(=O)n(CC(=O)OC)c(=O)n2C	1.2	13
4	COc1cccc(-c2cc(C(=O)N/N=C/c3cc(Br)ccc3O)[nH]n2)c1	1.5	25
5	Cc1cc(-c2cncc(-c3ccc(N4CCN(C)CC4)nc3)n2)cc(C)c1O	-0.9	0
6	CCCN1CCN(S(=O)(=O)c2c(C)[nH]c(=O)[nH]c2=O)CC1	-0.7	-4
7	O=C(C1CC(c2cccc(Br)c2)=NO1)N1CCOCC1 (stereo unspecified)	0.8	-6
8	FC(F)(F)c1cccc(CNc2cc(Nc3ccncc3)ncn2)c1	0.7	5

No.	TEAD-YAP block	FBW7 activator
1	7	0.3
2	6	0.0
3	6	0.1
4	-9	0.0
5	9	-0.1
6	2	-0.1
7	-2	-0.3
8	4	-0.1

Further structures follow.
No.	SMILES	GPR151 ag	MITF inh
9	CCCCCCc1c(O)nc(SCC(N)=O)n(-c2ccccc2)c1=O	0.3	-1
10	CCOCCCNC(=O)C1CCC(CNS(=O)(=O)c2ccc(OC)cc2)CC1 (stereo unspecified)	0.6	-2
11	Cn1c(=O)c2c(nc(N3CCCC3)n2Cc2ccc(F)cc2)n(C)c1=O	1.2	12
12	CNC(=S)Nc1ccccc1Cl	0.9	-3
13	CCOC(=O)c1ccc(NC(=O)Cn2nnc(-c3ccncc3)n2)cc1	-0.7	0
14	CCC(C)NS(=O)(=O)c1ccc(OCC(=O)Nc2ccc(Br)cc2)cc1 (stereo unspecified)	1.9	7
15	CS(=O)(=O)c1ccc2c(c1)NC(=O)CN2C(=O)Cc1ccccc1	-2.4	11
16	CCCc1cc2c(=O)c(-c3ccc(C(=O)OCC)o3)c(C(=O)OCC)oc2cc1OC	0.0	9

No.	TEAD-YAP block	FBW7 activator
9	1	0.1
10	-10	-0.2
11	-4	0.0
12	4	0.0
13	2	-0.3
14	7	0.0
15	-3	0.1
16	-6	-0.2

Further entries follow:
No.	SMILES	GPR151 ag	MITF inh
17	N#CCOc1ccc(C2Nc3ccc([N+](=O)[O-])cc3C3C=CCC32)cc1 (stereo unspecified)	0.1	2
18	COCCNC(=S)N/N=C(\C)c1ccccc1OC(F)F	0.3	-10
19	COc1ccc(CCNc2nc(-c3c(C)noc3C)nc3c2ncn3Cc2ccc(C(F)(F)F)cc2)cc1	0.7	8
20	N#C/C(=C\c1ccc(OCc2ccccc2)cc1)c1nc(-c2ccc(Br)cc2)cs1	1.5	0
21	Oc1c(-c2cc(-c3ccccc3)c3cc(Cl)ccc3n2)ccc2ccccc12	-1.0	4
22	Cc1nnc(C2CCCN(C(=O)c3cccc(Cl)c3)C2)s1 (stereo unspecified)	-1.1	8
23	CC(C)NC(=O)CN(Cc1ccc(Br)cc1)S(=O)(=O)c1ccccc1	0.4	6
24	COCc1c(C)cnc(C)c1O	-0.8	1

No.	TEAD-YAP block	FBW7 activator
17	-11	-0.3
18	-1	-0.2
19	40*	0.1
20	4	0.0
21	-2	-0.1
22	11	0.3
23	-8	-0.1
24	12	0.3

(continued)
No.	SMILES	GPR151 ag	MITF inh
25	CCOC(=O)c1c(CN(C)C)n(C)c2ccc(OC(C)=O)cc12	-0.7	-14
26	COc1cccc(OC(=O)c2ccc(C(C)(C)C)cc2)c1	-0.5	5
27	Cc1ccc2c(CC(=O)OCC(=O)Nc3sc4c(c3C(N)=O)CCC4)coc2c1	0.7	0
28	O=C(Nc1cccc(-c2ccc(F)cc2)c1)C1CCCN(C(=O)c2ccoc2)C1 (stereo unspecified)	1.7	0
29	COc1ccccc1/C=C(/NC(=O)c1ccc(C)cc1)C(=O)N1CCNCC1	-0.3	-24
30	O=C(O)C1CCCN1C(=O)c1cncc(Br)c1 (stereo unspecified)	2.7	5
31	Cc1cc(C)c(C)c(S(=O)(=O)NC(C)C(=O)O)c1C (stereo unspecified)	0.3	-5
32	CC1CC(=O)N(CC(=O)NCc2ccc(F)cc2)c2ccccc2S1 (stereo unspecified)	-0.6	23

No.	TEAD-YAP block	FBW7 activator
25	1	-0.1
26	8	0.1
27	5	0.0
28	7	0.0
29	-8	0.0
30	6	0.1
31	2	0.0
32	2	1.0

New compounds follow:
No.	SMILES	GPR151 ag	MITF inh
33	Cc1ccccc1NCN1C(=O)C(=O)c2ccccc21	2.7	6
34	O=C(Nc1ccc2[nH]c(=O)[nH]c2c1)c1cncc(Br)c1	-0.5	13
35	COC(=O)C1=CN(Cc2ccc(OC)c(OC)c2)C=C(C(=O)OC)C1c1ccc(O)c(OC)c1	1.0	2
36	CCOc1cc(C2CC(=O)Nc3cc(C)c(C)cc32)cc(Br)c1OCC (stereo unspecified)	-1.0	9
37	COc1ccc(NC(=O)c2cccnc2)c(OC)c1	0.5	-6
38	CC(C)[C@H](NS(=O)(=O)c1ccc2c(c1)OCCO2)C(=O)OCC(=O)N(C)C	1.2	15
39	O=C(Cc1ccc2ccccc2c1)Nc1ccc(N2CCOCC2)cc1	0.9	6
40	COc1cccc(C2C3=C(CC(c4ccc(C)cc4)CC3=O)Nc3ccccc3N2C(=O)c2cc(OC)c(OC)c(OC)c2)c1 (stereo unspecified)	1.1	1

No.	TEAD-YAP block	FBW7 activator
33	-2	-0.2
34	-8	0.3
35	-17	-0.1
36	4	0.3
37	-3	0.1
38	-1	0.1
39	-2	0.0
40	11	-0.1

Other results follow.
No.	SMILES	GPR151 ag	MITF inh
41	Cc1ccccc1NC(=O)c1ocnc1C	0.1	14
42	O=C(NCCCn1ccnc1)c1cc(-c2cccc(O)c2)on1	-2.0	-6
43	Cc1ccc(OCc2nnc(NC(=O)c3ncoc3-c3ccc(C)cc3)s2)cc1	0.8	7
44	COC(=O)C1=C(C)NC2=C(C(=O)CC(c3cccs3)C2)C1c1ccc(OC)c(OC)c1OC (stereo unspecified)	-1.1	-47
45	Cc1cccc(NC(=O)c2cc(-c3ccccc3Cl)nc3ccccc23)c1	0.6	10
46	COc1ccccc1N1C(=O)c2ccc(Oc3cccc([N+](=O)[O-])c3)cc2C1=O	0.9	6
47	COc1ccc2oc(=O)c(-c3nnc(Nc4cc(F)ccc4C)s3)cc2c1	0.5	3
48	CC12CCC(C(=O)N(CCN3C(=O)C4CCC(C)(C3=O)C4(C)C)C1=O)C2(C)C	-0.1	-4

No.	TEAD-YAP block	FBW7 activator
41	3	0.3
42	-16	-0.4
43	3	0.1
44	11	0.0
45	5	0.0
46	0	-0.1
47	3	0.5
48	4	0.0

Random excerpt: 4 entries already listed, in no set order.
No.	SMILES	GPR151 ag	MITF inh
47	COc1ccc2oc(=O)c(-c3nnc(Nc4cc(F)ccc4C)s3)cc2c1	0.5	3
22	Cc1nnc(C2CCCN(C(=O)c3cccc(Cl)c3)C2)s1 (stereo unspecified)	-1.1	8
46	COc1ccccc1N1C(=O)c2ccc(Oc3cccc([N+](=O)[O-])c3)cc2C1=O	0.9	6
37	COc1ccc(NC(=O)c2cccnc2)c(OC)c1	0.5	-6

No.	TEAD-YAP block	FBW7 activator
47	3	0.5
22	11	0.3
46	0	-0.1
37	-3	0.1

The list continues.
No.	SMILES	GPR151 ag	MITF inh
49	Cc1cc(NS(=O)(=O)c2ccc(NC(=O)c3ccccc3I)cc2)no1	0.8	1
50	COc1cc(/C=C\C(=O)Nc2c3c(nn2C(C)(C)C)CSC3)cc(OC)c1OC	1.5	21
51	Cn1c(=N)n(CCOc2ccccc2Cl)c2ccccc21	0.4	-1
52	CCCCNCCOCCOc1ccc(Br)cc1C	0.7	72*
53	Cc1cc2oc3c(c(=O)c2cc1Cl)C(c1cccnc1)N(c1nc(C)c(C)s1)C3=O (stereo unspecified)	1.6	5
54	NC(CCC(=O)Nc1ccc([N+](=O)[O-])cc1)C(=O)O (stereo unspecified)	-1.8	-4
55	CCCCc1ccc(NC(=O)COCC)cc1	-2.2	9
56	CCN1C(=O)C(C)(C)COc2cc(NC(=O)Nc3cccc(C)c3)ccc21	-0.1	10

No.	TEAD-YAP block	FBW7 activator
49	-1	-0.1
50	-7	1.0
51	7	0.0
52	0	-0.2
53	-1	0.0
54	-2	0.1
55	-25	-0.1
56	-7	-0.2

Carrying on.
No.	SMILES	GPR151 ag	MITF inh
57	Cc1ccc(/C=c2\sc3nc(-c4ccccc4C)nn3c2=O)o1	1.3	-6
58	CCOc1ccc(-n2c(CNC(=O)c3ccccc3OC)nnc2SCC(=O)N2CCc3ccccc32)cc1	-0.9	-13
59	Cc1nc2ccc(Cl)cn2c1C(=O)/C=C/N(C)C	0.3	8
60	S=c1[nH]nc(-c2ccco2)n1/N=C/c1ccc(Br)s1	2.1	13
61	c1ccc(C[n+]2csc3ccccc32)cc1	0.4	5
62	Cn1c(=O)c2c(nc(CN3CCN(c4cccc(Cl)c4)CC3)n2CC(=O)C(C)(C)C)n(C)c1=O	2.8	-6
63	COC(=O)C1C(=O)NC(SCC(N)=O)=C(C#N)C1c1ccccc1[N+](=O)[O-] (stereo unspecified)	-0.8	11
64	COCCCNC(=O)c1sc2ncnc(N3CCc4ccccc4C3)c2c1C	0.7	8

No.	TEAD-YAP block	FBW7 activator
57	-1	-0.1
58	-3	0.2
59	-7	-0.1
60	3	0.9
61	5	-0.1
62	1	-0.1
63	9	0.8
64	-3	0.2

(more compounds)
No.	SMILES	GPR151 ag	MITF inh
65	Cc1nc(CN2C(=O)C(=O)c3cc(Br)ccc32)cs1	3.4	-8
66	CCOC(=O)N1CCN(S(=O)(=O)c2ccc(F)c(C(=O)Nc3ccc(C(F)(F)F)cc3)c2)CC1	0.2	5
67	COc1ccccc1C/C(N)=N/OC(=O)COc1ccc(Cl)cc1	1.9	-20
68	COc1ccccc1OCC(=O)Nc1ccccc1C(=O)N1CCCC1	0.4	20
69	O=C(Cc1cccs1)NNC(=S)NC(=O)c1ccco1	-0.5	7
70	Cn1nc(CC(=O)Nc2c(F)cccc2F)c2ccccc2c1=O	0.2	13
71	O=c1n(-c2ccccc2)c(=O)n2n1CC[C@@H]1/C(=N/OC[C@@H](O)COCc3ccco3)[C@H]3O[C@H]3[C@@H](O)[C@@H]12	-2.1	-22
72	O=C(O)c1ccccc1N=Cc1nc(-c2ccccc2Br)oc1O	-2.7	16

No.	TEAD-YAP block	FBW7 activator
65	16	-0.3
66	11	-0.2
67	7	-0.1
68	-16	0.2
69	-4	-0.3
70	41*	-0.1
71	.	-0.1
72	-36	0.4

Following part:
No.	SMILES	GPR151 ag	MITF inh
73	CC1CCCC(N2CC(=O)N(C3CC3)C(c3ccc(F)cc3)C2=O)C1C (stereo unspecified)	-1.4	16
74	Cc1ccc(NC(=O)CSC2=NC(C)(C)N=C2c2ccccc2)cc1	-0.1	-14
75	CN(CC(=O)Nc1ccccc1C(F)(F)F)C(=O)CSc1nc(N)cc(N)n1	-0.1	-7
76	Cc1oc(CC(C)C)cc1C(=O)N1CCN(C(=O)c2cc(CC(C)C)oc2C)CC1	-0.4	-10
77	Cc1cc(C)c(S(=O)(=O)N2CCc3ccccc3C2)c(C)c1	0.0	-9
78	COCc1cc(C(C)=O)ccc1OCC(=O)Nc1ccc(Cl)cc1	-1.1	-8
79	NC(=O)c1ccc(-c2cccc(C(=O)Nc3ccc(Oc4ccccc4)cc3)c2)cc1	0.5	10
80	S=c1[nH]nc(-c2ccccc2)n1/N=C\c1cccnc1	0.3	2

No.	TEAD-YAP block	FBW7 activator
73	-13	0.5
74	8	0.0
75	-2	0.2
76	1	-0.4
77	-1	0.1
78	0	0.0
79	-7	0.0
80	0	-0.1

(next part)
No.	SMILES	GPR151 ag	MITF inh
81	CC(=O)Nc1ccc(NC(=O)CSc2nc(-c3ccccc3)cs2)cc1	-9.7	-1
82	COc1cc2c(cc1OC)C(COc1ccc(C(C)C)cc1)N(C(=O)C(C)C)CC2 (stereo unspecified)	-1.3	5
83	COc1ccc(CNC(=O)CN(c2ccc(Cl)cc2C)S(C)(=O)=O)cc1	-1.8	0
84	O=c1c2ccccc2nc2sc(Nc3ccc(F)cc3F)nn12	-0.9	-2
85	CCOc1ccc(-n2nc(C(=O)N(C)c3ccccc3OCC)c3ccccc3c2=O)cc1	-0.5	6

No.	TEAD-YAP block	FBW7 activator
81	-9	0.0
82	-1	0.1
83	-5	0.1
84	-43	-0.1
85	-3	-0.1
